Source: PubChem BioAssay
Anthrax LF inh2 = anthrax lethal factor protease inhibition | P15917 | multiplex microsphere protease cleavage assay, LF | inhibition, % at 10 µM | 0.12% of 360,000 active | AID 588501; in the data active = inhibition above about 30%; also: plate controls were buffer without enzyme for full effect and enzyme alone for no effect
MazF activator = MazEF (E. coli) toxin RNase activation; P0AE70; FAM/BHQ RNA-DNA oligo cleavage fluorescence, 5 h; activation, % at 20 µM; 0.32% of 350,000 active; AID 504720; in the data active = activation above about 50%
Rv3671c inh = Rv3671c (M. tuberculosis) protease inhibition; P9WHR9; inhibition, % at 5.96 µM; 0.048% of 320,000 active; AID 2606; in the data active = inhibition above about 38%;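 also: extracellular domain of Rv3671c used as enzyme; 0% = enzyme with DMSO and 100% = no enzyme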
TcdB GH inh = TcdB glycohydrolase inhibition | 0.24% of 350,000 active | TcdB glycohydrolase enzymatic assay, plate reader | P18177 | inhibition, % at 9.99 µM; in the data active = inhibition above about 10%
VHR inh abs = inhibitors of human VHR1 phosphatase (DUSP3). P51452. recombinant VHR phosphatase, pNPP absorbance. inhibition, % at 13.3 µM. 0.52% of 290,000 active; in the data active = inhibition above about 50%; also: some compounds called inactive have numbers as strong as hits
SARS 3CLpro inh = SARS-CoV 3CLpro protease inhibition; P0C6X7; recombinant SARS-CoV 3CLpro, quenched FRET peptide cleavage; inhibition, % at 6 µM; 0.14% of 290,000 active; AID 1706; in the data active = inhibition above about 12%
PfHsp40 rescue = compounds rescuing yeast from Plasmodium falciparum HSP40 toxicity. S. cerevisiae expressing PfHsp40, growth rescue, ATP luminescence. growth rescue, % at 12.5 µM. 0.68% of 340,000 active. AID 504582; in the data active = growth rescue above about 28%, passing the limit was not always enough;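 also: yeast W303a lacking pdr1 and pdr3 grown in galactose medium; growth measured after three days at 30 °C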
SSB-PriA inh = inhibitors of Klebsiella pneumoniae PriA binding to SSB C-terminal tail; AlphaScreen SSBct-PriA binding, biotinylated peptide; inhibition, % at 33 µM; 0.6% of 430,000 active; AID 1272365; in the data active = inhibition mostly above about 37%, no sharp cut-off; inactive = mostly below about 20%;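 also: plate controls were negative control peptide for no effect and reference peptide for full effect; strong numbers were not always called active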
Vc quorum ag = induces V. cholerae light production without autoinducers | activation, % at 18.7 µM | V. cholerae BH1578 lux reporter, luminescence, 6 h | 0.16% of 350,000 active; in the data active = activation mostly above about 9.7%, no sharp cut-off; also: not every result past the cut was called active; inactives centre near 0; reference of the scale not given here
Yp Topo-I inh = blocks Yersinia pestis topoisomerase I activity. Y. pestis Topo-I cleavage product accumulation, plate reader. activity, % at 10 µM. 0.064% of 360,000 active; in the data active = activity above about 50%, passing the limit was not always enough; also: inactives centre near 2
Starred values were filed as active, the others as inactive; i = inactive; nt = not tested or not shown; & = joins results of further samples.

SMILES	Anthrax LF inh2	MazF activator	Rv3671c inh	TcdB GH inh	VHR inh abs	SARS 3CLpro inh	PfHsp40 rescue	SSB-PriA inh	Vc quorum ag	Yp Topo-I inh
O=C(Nc1cc(N2CCOCC2)ncn1)Nc1cccc2ccccc12	0	9	-14	nt	-4	2	0.6	-24	i	4
CCN(CC)c1ccc(NC(=O)CCN2C(=O)c3ccccc3S2(=O)=O)c(C)c1	1	6	1	4.0	nt	nt	-0.2	-14	-0.7	2
CN1CCN(C(=O)CN(c2ccccc2)S(=O)(=O)N(C)C)CC1	nt	5	5	-0.4	17	-1	nt	4	nt	nt
O=C(NCCCn1ccnc1)c1cc2ccccc2o1	-1	7	8	0.7	22	3	0.7	-8	i	-4
CCN(CC)C(=O)c1cc2c(=O)oc3ccccc3c2s1	-1	1	5	nt	-20	-2	0.4	6	i	-3
COC(=O)c1cc(NC(=O)c2c(Cl)nc3sccn23)cc(C(=O)OC)c1	-3	8	-2	nt	32	1	2.5	-17	i	2
CCOC(=O)C(C)n1nc(/C=C/c2ccc(OC)cc2)ccc1=O (stereo not given)	0	3	6	2.3	16	8	-1.6	-26	0.3	27
Brc1ccc(CSc2nnc(-c3ccco3)o2)cc1	1	-21	-1	0.5	10	5	0.3	-58	-0.4	9
CN1CCN(CC(=O)NC(=O)NC2CCCCC2)CC1	-6	10	9	1.0	nt	nt	-0.8	-23	i	-1
O=C(NCC1(c2ccccc2)CCCC1)c1cccc(Br)c1	-3	-10	-9	nt	2	-1	0.3	-56	i	34
Cc1ccc(S(=O)(=O)Nc2nncs2)cc1	-4	3	4	nt	2	-2	-1.1	-15	4.0	-10
N=c1sccn1CC(=O)Nc1ccccc1-c1ccccc1	-2	3	5	nt	3	4	-1.0	-1	nt	-8
CCCc1nc(N)c(C#N)c(-c2ccco2)c1CC	-2	1	10	nt	-19	-5	1.2	3	-2.5	-12
O=C(O)c1ccccc1-c1ccc(/C=c2\sc3nc4cc(Br)cnc4n3c2=O)o1	-7	-442	6	nt	20	3	-0.5	nt	i	-4
CSc1ncnc2c1ncn2CCCNCC(c1ccccc1)c1ccccc1	-13	6	nt	1.6	nt	nt	nt	nt	-0.4	10
CCOC(=O)C1CCN(C(=O)c2ccc3c(Cl)c4c(nc3c2)CCCC4)CC1	-5	-10	-3	0.3	9	-1	2.4	-9	0.2	33
COc1ccc(C(=O)NCc2cnn(C)c2)cc1OC1CCN(C(C)C)CC1	-1	5	-3	1.3	-26	-2	0.0	-14	-0.3	5
COc1ccc(NC(C)=O)cc1S(=O)(=O)N1CCN(C(=O)c2ccccc2F)CC1	8	16	4	-0.8	9	-4	1.2	-6	-0.4	-1
NC(=O)CC(NC(=O)Cc1ccc(Cl)cc1)c1ccc(NC2CCCCCCC2)c([N+](=O)[O-])c1 (stereo not given)	-3	2	3	nt	21	-2	-0.5	9	i	-2
Clc1ccc(CNc2ccccc2NCc2ccc(Cl)nc2)cn1	2	-8	2	-5.9	-5	4	1.8	2	-0.3	-13
CCOC(=O)N1CCC(NC(=O)c2cc(COc3ccccc3SC)on2)CC1	-2	6	-5	0.4	53*	0	-0.8	-6	i	16
CCC1CCCCN1C(=O)Nc1ccc(F)cc1 (stereo not given)	-6	3	-7	nt	-13	-3	0.2	-10	0.0	-1
COCCCNC(=S)NNC(=S)Nc1ccccc1	0	3	-2	-8.0	32	1	-0.7	-5	-1.4	0
CCS(=O)(=O)N1Cc2ccccc2CC1C(=O)Nc1ccc(F)c(F)c1F (stereo not given)	1	1	-14	-0.3	-6	-4	-2.3	-5	0.8	5
CC(C)(C)C(=O)Nc1ccc(S(=O)(=O)N2CCC(c3nc4ccccc4[nH]3)CC2)cc1	nt	-12	-12	2.0	nt	nt	-0.9	-14	-0.3	5
CCCOc1ccc(C(CC(=O)O)NC(=O)Cc2ccccc2)cc1 (stereo not given)	-2	7	-6	1.7	2	-4	0.6	-7	-0.4	-5
Cc1cc(=O)n2[nH]c(SCc3c(F)cccc3Cl)nc2n1	-8	-2	-1	-0.2	nt	nt	0.0	-15	i	-2
Cc1ccc(NC(=S)N2CCC(N(C)CC3CCCO3)CC2)c(C)c1 (stereo not given)	2	-5	-4	nt	29	3	9.9	-2	-0.3	-6
O=[N+]([O-])c1ccc(NC(=S)N/C(=N/CS(=O)(=O)c2ccccc2)c2ccccc2)cc1	-2	4	0	nt	17	-1	-0.3	nt	-0.4	-18
CCN=c1sc2ccccc2n1CC(O)COc1ccccc1 (stereo not given)	1	-10	1	nt	27	0	0.5	-24	4.5	35

Compound profiles, from the list above:
Shown for O=C(Nc1cc(N2CCOCC2)ncn1)Nc1cccc2ccccc12 : Anthrax LF inh2 = 0; MazF activator = 9; Rv3671c inh = -14; TcdB GH inh = nt; VHR inh abs = -4; SARS 3CLpro inh = 2; PfHsp40 rescue = 0.6; SSB-PriA inh = -24; Vc quorum ag = i; Yp Topo-I inh = 4
Shown for CN1CCN(C(=O)CN(c2ccccc2)S(=O)(=O)N(C)C)CC1 : Anthrax LF inh2 = nt; MazF activator = 5; Rv3671c inh = 5; TcdB GH inh = -0.4; VHR inh abs = 17; SARS 3CLpro inh = -1; PfHsp40 rescue = nt; SSB-PriA inh = 4; Vc quorum ag = nt; Yp Topo-I inh = nt
Shown for Clc1ccc(CNc2ccccc2NCc2ccc(Cl)nc2)cn1 : Anthrax LF inh2 = 2; MazF activator = -8; Rv3671c inh = 2; TcdB GH inh = -5.9; VHR inh abs = -5; SARS 3CLpro inh = 4; PfHsp40 rescue = 1.8; SSB-PriA inh = 2; Vc quorum ag = -0.3; Yp Topo-I inh = -13

An excerpt from above, showing only SSB-PriA inh, SARS 3CLpro inh and Yp Topo-I inh:
mol	SSB-PriA inh	SARS 3CLpro inh	Yp Topo-I inh
CCN=c1sc2ccccc2n1CC(O)COc1ccccc1 (stereo not given)	-24	0	35
CC(C)(C)C(=O)Nc1ccc(S(=O)(=O)N2CCC(c3nc4ccccc4[nH]3)CC2)cc1	-14	nt	5
COc1ccc(NC(C)=O)cc1S(=O)(=O)N1CCN(C(=O)c2ccccc2F)CC1	-6	-4	-1
COCCCNC(=S)NNC(=S)Nc1ccccc1	-5	1	0
COc1ccc(C(=O)NCc2cnn(C)c2)cc1OC1CCN(C(C)C)CC1	-14	-2	5
CCCOc1ccc(C(CC(=O)O)NC(=O)Cc2ccccc2)cc1 (stereo not given)	-7	-4	-5
Cc1cc(=O)n2[nH]c(SCc3c(F)cccc3Cl)nc2n1	-15	nt	-2

Additional results follow.
SMILES	Anthrax LF inh2	MazF activator	Rv3671c inh	TcdB GH inh	VHR inh abs	SARS 3CLpro inh	PfHsp40 rescue	SSB-PriA inh	Vc quorum ag	Yp Topo-I inh
COc1ccc(C(=O)NCc2nnc(SCC(=O)Nc3ccccc3OC)o2)cc1	2	4	5	0.0	18	-2	0.7	10	-0.4	4
CCn1c(CCNC(=O)c2ccco2)nc2ccccc21	0	0	-6	-0.1	16	-2	-0.9	-7	-0.2	5
Cc1cc(C)c2c(n1)SCC(=O)N2CC(=O)NCCC1=CCCCC1	-7	6	-3	1.5	28	3	-1.3	-18	-0.5	-1
COc1ccc(OCCN2CCC(C(=O)NC(c3ccsc3)c3ccccc3C)CC2)cc1 (stereo not given)	-7	nt	nt	0.9	nt	nt	nt	nt	i	8
COc1ccccc1OCC(=O)Nc1nonc1NC(=O)COc1ccccc1OC	1	3	-4	nt	-8	-9	0.4	-12	0.6	0
CCN(CC)CCNC(=O)C(=O)NCC1OCCN1S(=O)(=O)c1ccc(Cl)cc1 (stereo not given)	0	5	4	0.8	-2	2	0.2	2	-0.2	0
COC(=O)CNC(=O)c1cn(-c2ccc(C)c(C)c2)c(=O)c2ccccc12	4	0	0	0.7	-10	-4	nt	-12	-0.5	-9
Cc1cccc(N2CC(C(=O)Nc3nnc(SCC(=O)Nc4cc(C)on4)s3)CC2=O)c1 (stereo not given)	1	-3	-101	-0.6	-4	2	0.0	8	-0.2	8
Cc1cc(=O)oc2cc(OCC(=O)NCCCN3CCOCC3)c(Cl)cc12	1	4	6	-0.5	-2	-3	-0.2	-6	-0.6	-3
O=C1CSC(=Nc2cc(Cl)ccc2Cl)N1	2	-2	-8	2.0	-16	-4	0.3	-5	0.9	-7
COc1ccc(NC(=O)c2cc(-c3cc(Cl)ccc3C)n[nH]2)cc1OC	-1	nt	nt	4.4	nt	nt	nt	nt	i	-2
C/C(CC(=O)Nc1ccc2c(c1)OCO2)=N\NC(=O)c1ccc(N)cc1	-4	11	6	0.5	25	-3	0.3	nt	0.6	7
CCSc1nnc(-c2cc3c(s2)-c2ccccc2CC3)o1	-1	-9	-10	nt	16	-4	0.5	-33	-0.4	-2
O=C(NCCCN1CCOCC1)c1cc(-c2ccc(Cl)cc2)on1	0	6	0	1.0	18	3	0.6	-6	i	-10
COc1ccc(NC(=O)C[C@H]2C(=O)N(c3ccc(Br)cc3)C[C@@H]2C)cc1	-2	-3	nt	0.6	nt	nt	nt	nt	-0.4	23
O=C(COc1ccc(S(=O)(=O)N2CCOCC2)cc1)N1CCc2ccccc2C1	2	9	2	-0.6	18	-3	-0.8	-6	-0.3	5
CC(=O)N(/N=C/c1ccc([N+](=O)[O-])o1)c1nc2ccccc2c(=O)n1-c1ccccc1	0	6	-4	0.2	9	0	-1.4	i	-0.2	-7
COc1ccccc1OCCn1c(CO)nc2ccccc21	1	0	-2	nt	3	1	-1.2	-4&-6	5.6	7
C/C(=N\Nc1cccc2ccccc12)c1c(O)n(Cc2ccccc2)c(=O)[nH]c1=O	0	-5	-19	nt	3	4	-0.9	nt	-0.7	-1
COC(=O)Cn1c(CN(C)Cc2ccccc2)nc2c1c(=O)n(C)c(=O)n2C	11	-10	0	1.5	10	7	1.1	-10	i	-2
C[C@@H]1CN([C@@H](C)CO)C(=O)CCCn2nncc2CO[C@@H]1CN(C)C(=O)Nc1ccccc1F	-6	1	nt	0.5&-1.1	nt	nt	nt	nt	i	-3
O=C(Nc1ccc(Cl)cc1)N1N=CCC1c1ccccc1 (stereo not given)	-1	-11	6	0.5	-8	0	nt	-7	i	5
COc1ccc(NC(=O)CCN2CCCC2)c(OC)c1	-2	-10	-2	nt	-1	3	-1.3	-10	i	-1
CCN1CCN(c2nc(C)c3c(n2)CC(C)CC3=O)CC1 (stereo not given)	-4	12	3	1.2	47	2	0.6	-14	-0.2	4
CC(=O)OCC(=O)C1(O)CCC2C3CC(F)C4=CC(=O)CCC4(C)C3C(O)CC21C (stereo not given)	5	4	nt	0.7	nt	nt	-0.7	9	2.9	1
CC1CCCC(C)N1CC(O)COC1CCC(C(C)(C)C)CC1 (stereo not given)	-5	-12	3	0.5	-14	-2	0.8	-5	0.7	3
CC1Cc2ccccc2N1CC(=O)Nc1ccc(S(=O)(=O)N(C)C)cc1 (stereo not given)	-4	-2	5	2.3	11	8	0.5	1	i	-12
COc1ccc(N2CCN(C3CCCN(Cc4cccc(OC)c4)C3)CC2)cc1 (stereo not given)	2	7	-3	-8.0	29	0	2.7	6	-0.9	5
CN(C)CCNC(NC(=O)c1cccs1)C(Cl)(Cl)Cl (stereo not given)	-3	6	-1	nt	0	-5	-0.9	-10	-0.2	2
COC(=O)Cc1[nH]c(=O)[nH]c1C(=O)OC	-8	6	11	0.7	9	3	0.4	-10	-0.3	-7
CCN(CC(=O)Nc1ccccc1C(F)(F)F)C(=O)c1ccccc1Sc1ccccc1C#N	-8	3	-2	0.3	nt	nt	-0.5	6	i	19
COc1ccccc1CNC(=O)CCc1nc2ccccc2c(=O)[nH]1	-4	4	0	nt	10	-1	-1.3	-18	nt	3
COC(=O)c1ccc(CSCC(=O)Nc2cc(OC)cc(OC)c2)o1	-2	-2	0	nt	36	-2	0.0	-1	0.7	-5
CC1CCN(S(=O)(=O)c2ccc(C(=O)N3CCOCC3)cc2)CC1	4	-1	4	1.5	-2	1	-1.3	-5	i	4

Some of the compounds tested, so the mix of outcomes need not match the whole.
